Screens deposited in PubChem BioAssay by several laboratories.
Keap1-Nrf2 PPI: disrupts human Keap1 binding to Nrf2 peptide; 340,000 compounds, 0.15% hits; inhibition, % at 9.4 µM; Keap1 Kelch-Nrf2 peptide fluorescence polarization, 1536-well; Q14145; in the data active means inhibition above about 12%; inconclusive means no clear call, values can overlap the other calls; inactive means below about 7.3%;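 further: human Keap1 Kelch domain with fluorescein labeled Nrf2 9mer peptide probe; 0% = neutral control wells and 100% = peptide positive control; higher means more block of Keap1 binding to Nrf2 peptide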
Target sequence (Q14145 whole entry, looked up, the tested form may be a part): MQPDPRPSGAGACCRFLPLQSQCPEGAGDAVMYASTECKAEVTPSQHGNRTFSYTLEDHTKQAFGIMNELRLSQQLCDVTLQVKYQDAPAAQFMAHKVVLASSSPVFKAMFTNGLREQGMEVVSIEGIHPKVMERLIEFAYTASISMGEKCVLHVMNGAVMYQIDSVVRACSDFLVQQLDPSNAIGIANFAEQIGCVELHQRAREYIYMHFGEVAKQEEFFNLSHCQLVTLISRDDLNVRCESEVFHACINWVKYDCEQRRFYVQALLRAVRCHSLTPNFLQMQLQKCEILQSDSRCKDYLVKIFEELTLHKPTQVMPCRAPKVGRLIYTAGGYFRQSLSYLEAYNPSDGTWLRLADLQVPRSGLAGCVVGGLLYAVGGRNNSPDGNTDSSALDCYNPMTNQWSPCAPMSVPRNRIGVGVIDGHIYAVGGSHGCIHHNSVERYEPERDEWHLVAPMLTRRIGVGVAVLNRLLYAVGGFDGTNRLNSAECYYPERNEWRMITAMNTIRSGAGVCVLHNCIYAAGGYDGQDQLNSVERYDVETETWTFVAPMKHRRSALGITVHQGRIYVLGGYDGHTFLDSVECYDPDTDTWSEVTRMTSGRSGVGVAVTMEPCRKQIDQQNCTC
Rtt109 Vps75: inhibitors of Candida albicans Rtt109/Vps75 histone acetyltransferase; Q5AAJ8; purified Rtt109/Vps75, ThioGlo CoA-SH fluorescence, 4 h; inhibition, % at 34.9 µM; 330,000 compounds, 0.16% hits; AID 540336;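 active means inhibition of at least 50% in every replicate; inconclusive means best replicate reaches 50% inhibition but some replicates fall short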
PKA-R2B act: activators of human PKA-R2B complex; activation, % at 11.4 µM; PKA-R2B holoenzyme dissociation, Cy5-IP20 fluorescence polarization; R2B truncated from residue 108, S112A mutant; 0% DMSO only, 100% 113 µM cGMP; 340,000 compounds, 0.079% hits;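 active means activation above a cutoff set at the mean over all compounds plus 3 SD, cut at about 18% in these data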;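 further: higher means more holoenzyme dissociation and a rise in polarization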
Target sequence (P31323 whole entry, looked up, other chains not shown, the tested form may be a part): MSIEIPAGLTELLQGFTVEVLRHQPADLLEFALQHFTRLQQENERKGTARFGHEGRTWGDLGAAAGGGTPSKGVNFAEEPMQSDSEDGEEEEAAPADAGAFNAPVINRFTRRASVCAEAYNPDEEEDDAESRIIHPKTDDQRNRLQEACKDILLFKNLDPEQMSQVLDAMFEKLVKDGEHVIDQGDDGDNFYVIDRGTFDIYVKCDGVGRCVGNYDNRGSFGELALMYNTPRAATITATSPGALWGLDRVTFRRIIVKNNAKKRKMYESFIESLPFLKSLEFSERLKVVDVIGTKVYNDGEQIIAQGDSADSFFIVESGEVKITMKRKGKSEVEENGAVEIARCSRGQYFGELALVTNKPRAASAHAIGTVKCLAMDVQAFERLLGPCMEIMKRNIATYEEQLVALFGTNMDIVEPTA
SR-BI DiI-HDL act: enhances SR-BI lipid uptake from DiI-HDL | CHO ldlA[mSR-BI] cells, DiI-HDL uptake fluorescence, 3 h; 100 = double the neutral-control signal | activation, % at 12.5 µM | 320,000 compounds, 0.096% hits;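 active means mean replicate activation of at least 60% and every replicate at or above 60%; inconclusive means mean or all-replicate condition met, but not both; inactive means mean below 60% and not all replicates reaching 60%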;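 further: 0% = median plate neutral-control signal and 100% = twice that signal; values of inactives mirror those of a sister screen read the other way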
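Assay system: CHO ldlA[mSR-BI] cells, LDL receptor-null, SR-BI overexpressing; medium: Ham's F12 with 0.5% BSA, HEPES 25 mM, pH 7.4; also added: DiI-HDL 10 µg/mL; timing: 3 h uptake period with compound, 37 °C; signal: DiI fluorescence, bottom read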
cardiac RTF act: cardiac RTF calcium sensitization; AID 493008; P19429+P45379; activation, % at 7.2 µM; IANBD-labeled TnC RTF fluorescence at EC20 calcium; 0% EC20 calcium, 100% full calcium; 340,000 compounds, 0.24% hits;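 active means activation above the mean over all tested compounds plus 3 SD, cut at about 30% in these data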;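 further: rise in fluorescence read as greater calcium sensitivity of cardiac thin filaments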
CAL PDZ FP-1: inhibitors of human CAL PDZ peptide binding; purified CAL PDZ, TMR-peptide fluorescence polarization, 1 h; inhibition, % at 24.9 µM; 300,000 compounds, 0.92% hits; AID 602252;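 active means mean inhibition of at least 30% with at least half of replicates also reaching 30%; inconclusive means no clear call, values can overlap the other calls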;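 further: 0% = DMSO neutral control and 100% = excess unlabeled competitor peptide PRC23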
Cardiac RTF inh: cardiac RTF calcium desensitization; AID 493244; 340,000 compounds, 0.12% hits; inhibition, % at 7.15 µM; P19429+P45379; IANBD-labeled cardiac RTF, Ca2+ fluorescence;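 active means inhibition above the mean inhibition of all tested compounds plus 3 SD, cut at about 17% in these data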;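 further: assay run at fixed EC70 calcium of 1.6 mM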
DAGLB inhibitor: diacylglycerol lipase beta (human) inhibition; HEK293T DAGLB membrane lysate, EnzChek fluorogenic substrate; 340,000 compounds, 0.059% hits; inhibition, % at 5.17 µM; in the data active means inhibition above about 34%;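 further: 0% = enzyme with vehicle and 100% = wells lacking enzyme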
CAL PDZ FP-2: inhibitors of human CAL PDZ peptide binding; inhibition, % at 20 µM; purified CAL PDZ, TMR-peptide fluorescence polarization, 1 h; Q9HD26; AID 504414; 330,000 compounds, 0.02% hits;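 active means highest replicate inhibition of at least 40%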;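 further: plate controls were DMSO neutral control wells for no effect and unlabeled competitor peptide control wells for full effect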
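Control set: unlabelled peptide and DMSO controls / Material: purified CerCALP PDZ construct / Timing: 1 h incubation at room temperature before polarization reading / Doses: 20 µM, one dose / Detection: fluorescence polarization (mP)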
LANA DNA inh: inhibitors of KSHV LANA C-terminal domain DNA binding. MBP-C-LANA/FAM-LBS DNA binding, fluorescence polarization. 340,000 compounds, 0.078% hits. inhibition, % at 9 µM;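 active means highest replicate inhibition at or above 60% at 9 µM, even if other replicates fall short; inactive means all replicates below 60% inhibition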;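 further: 0% = neutral control wells and 100% = 4 µM acridine orange control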
* hit, by the source's call; ? = inconclusive; / = no result given; & = joins results of further samples. Rows are unselected; any-hit rate near 1.6%.

SMILES | Keap1-Nrf2 PPI | Rtt109 Vps75 | PKA-R2B act | SR-BI DiI-HDL act | cardiac RTF act | CAL PDZ FP-1 | Cardiac RTF inh | DAGLB inhibitor | CAL PDZ FP-2 | LANA DNA inh
C=C1C[C@H]2[C@@H]3C=C(C)C4=CC(=O)CC[C@]4(C)[C@H]3CC[C@]2(C)[C@@]1(OC(C)=O)C(C)=O | 0 | 16 | 5 | 14 | 7 | -1 | 1 | -3 | -1.9 | -2.3
N=C(N)SCc1cn(-c2ccccc2)nc1-c1ccc(Br)cc1 | -2 | ? | -3 | -24 | 4 | / | -11 | 0 | -7.0 | -0.7
CSc1c(CC(=O)Nc2ccccc2Cl)n(Cc2ccccc2)c2ccccc12 | 2 | 3 | 4 | -15 | -6 | 1 | -6 | -13 | / | 5.1
O=C(CCn1c(=O)c2ccccc2n(Cc2cc(=O)n3ccccc3n2)c1=O)NCc1ccco1 | -4 | 9 | 0 | 10 | 0 | -3 | -4 | -2 | -0.3 | 2.2
CC(C)C(C(=O)NC(C)(C)C)N1C(=O)c2ccccc2C1=O (centres undefined) | 2 | 0 | 3 | 9 | -6 | -4 | 7 | 1 | -0.7 | -0.8
CC(C)CCNC(=O)c1onc(CSc2nc3ccccc3[nH]2)c1C(=O)NCCC(C)C | -1 | -3 | 2 | 10 | 0 | 7 | -3 | 1 | 0.3 | -1.1
O=C(Nc1cccc(-c2cn3cccnc3n2)c1)c1ccc(Br)o1 | -4 | -14 | 2 | -1 | 3 | -14 | -6 | 0 | -4.3 | 1.5
COc1ccc(CCNC(=O)c2cc3c(=O)n4cccc(C)c4nc3s2)cc1OC | -2 | -11 | -11 | -23 | 1 | -4 | -12 | -2 | -1.3 | -2.4
Clc1ccccc1COc1ccc(/C=N/n2cnnc2)cc1 | -3 | 10 | -2 | 22 | 0 | 7 | -9 | -2 | -1.6 | 1.7
CC(=O)N=c1sc2nc3ccccc3nc2n1N(C(C)=O)C(C)=O | -1 | -12 | 7 | -3 | -2 | -5 | 1 | -2 | -2.3 | 0.8
C=CCn1c(Sc2ncc([N+](=O)[O-])s2)n[nH]c1=O | 19* | 0 | 1 | 21 | 3 | / | -4 | 1 | 0.2 | 2.4
O=S(=O)(c1ccc(SCCOc2ccc(Cl)cc2)nc1)N1CCCC1 | -1 | 1 | 6 | 2 | 1 | -3 | -5 | -1 | -0.6 | -0.8
COc1ccc(OCCNC2CCCC2)cc1 | -6 | 2 | -3 | 15 | 0 | -2 | -4 | 0 | -1.7 | 0.2
Cc1ccc2c(CN3CCN(Cc4ccc5c(c4)OCO5)CC3)cc(=O)oc2c1C | 3 | 6&5 | 5 | 27&19 | -2 | 0 | -4 | -2 | -0.7 | -0.5
S=c1[nH]nc(Nc2ccccc2Cl)s1 | 2 | 6 | 2 | 16 | -1 | / | 2 | 1 | -0.4 | -0.3
C[C@H](CO)N1C[C@H](C)[C@H](CN(C)Cc2ccccc2)Oc2c(NC(=O)Nc3ccc(F)cc3)cccc2C1=O | -5 | 2 | -8 | 7 | 10 | -1 | -1 | -3 | -0.4 | -0.8
CCOC(=O)N1CCN(S(=O)(=O)c2ccc3c(c2)oc(=O)n3C)CC1 | -3 | -2 | 0 | 14 | 5 | -1 | -4 | 1 | -0.1 | -0.2
O=C(c1ccccc1)N1CCN(C(=O)c2ccc3c(c2)OCCO3)CC1 | -1 | 0 | 4 | -1 | 3 | 6 | 9 | 2 | -1.4 | 0.2
O=C(COc1ccc(Cl)cc1)N1CCN(Cc2ccc3c(c2)OCO3)CC1 | -4&0 | 4&3 | -1&10 | 0 | 7&-3 | -5&4 | -2&-42 | -1&2 | 0.1&-1.1 | -0.8&-0.9
COC(=O)c1ccc(/C=C/c2ccc3cccc(OC)c3n2)cc1 | -5 | -2 | 1 | -14 | -6 | -1 | -14 | -3 | -5.1 | 0.4
O=C(/C=C/c1ccco1)NC(=S)Nc1ccc(N2CCOCC2)c(Cl)c1 | 3 | 12 | -6 | -21 | -4 | / | -5 | -1 | 1.1 | -0.7
CC(Nc1ccccc1)C(=O)Nc1ccc(F)cc1 (centres undefined) | -3 | -8 | 1 | / | 2 | 1 | -11 | 0 | -4.1 | -0.9
COc1ccc(C(=O)NC2CCCc3ccccc32)cc1S(=O)(=O)N1CCOCC1 (centres undefined) | -2 | 8 | -9 | -26 | 1 | -3 | 0 | 0 | 0.6 | -2.8
Cc1cc(/C=C(\C#N)C(=O)NCc2ccccc2)cc(C)c1O | -2 | -16 | -1 | -37 | -3 | -1 | -5 | -1 | -3.9 | -0.6
COc1ccc(OC)c(NC(=O)C(C)SCc2nc3sc(C)c(C)c3c(=O)[nH]2)c1 (centres undefined) | -3 | 6 | 2 | 5 | 1 | 15 | -1 | -3 | -1.7 | -2.2
CCC(C)(C)c1ccc(OCCCC[n+]2cccc(C)c2C)c(C(C)(C)CC)c1 | 7 | -2 | -4 | 15 | 5 | / | -11 | -2 | -0.7 | -1.4
COc1cccc(NC(=O)c2cccnc2)c1 | 4 | -8 | 3 | 20 | 5 | -3 | -4 | 3 | -0.1 | 1.3
C#CCOCCOCCOCCNc1nc(N2CCN(C(=O)C([C@@H](C)O)n3cc([C@@H](N)CCCCN)nn3)CC2)nc(N2CCN(C(=O)[C@H](CO)n3cc([C@@H](N)C(C)C)nn3)CC2)n1 (some centres undefined) | -7 | -2 | 3 | 16 | 3 | 0 | -6 | -1 | 0.4 | -4.0
O=C(COC(=O)/C=C/c1ccccc1)Nc1ccc(Cl)cn1 | -6 | -12 | -7 | 10 | -5 | -2 | -8 | 1 | -1.1 | 0.2
Cc1ccc(C)c(OCC(=O)Nc2c[nH]c(=O)[nH]c2=O)c1 | -2 | -9 | 4 | 13 | 4 | -1 | -7 | 2 | -1.5 | 0.5
Cc1cc(C(F)F)n2ncc(C(=O)NCc3ccccc3)c2n1 | 4 | -23 | 8 | -8 | -4 | 0 | -6 | -1 | -0.8 | 0.2
COc1ccc2c(c1)c(=O)oc1cc(OCC(=O)N3CCCC(C)C3)ccc12 (centres undefined) | 0 | 1 | -6 | -17 | 1 | / | -11 | -3 | -2.2 | -0.8
CCc1cc(C(=O)Nc2cc(S(=O)(=O)N3CCOCC3)ccc2N2CCN(CC)CC2)sc1C | 4 | 17 | 5 | 39 | -4 | -4 | 4 | 2 | -2.5 | 0.6
COc1ccccc1CNC(=O)CCn1c(=O)sc2ccccc21 | -7 | 1 | -13 | -12 | 4 | -1 | 2 | -3 | -2.6 | -1.5
c1ccc(OCCOCCN2CCOCC2)cc1 | -1 | -8 | -13 | 6 | -1 | -4 | -22 | -1 | -1.8 | -1.0
CC1(C)C([N+](=O)[O-])C(c2ccc(Cl)cc2)NC(c2ccc(Cl)cc2)C1[N+](=O)[O-] (centres undefined) | -3 | 2 | -6 | -23 | -2 | 3 | 3 | -7 | -1.7 | 0.5
C=CCn1c(C(CC(C)C)CC(C)O)n[nH]c1=S (centres undefined) | -1 | 1 | 3 | 15 | -6 | -3 | -4 | -1 | -2.1 | 0.3
Nc1nnc(CC(=O)N/N=C/c2ccc(-c3cccc(C(=O)O)c3)o2)s1 | -2 | 21 | 4 | 23 | 5 | -5 | 0 | -2 | -2.1 | 14
C=CCSc1nc2sc3c(c2c(=O)[nH]1)CCC3 | -2 | -7 | 5 | 32 | -1 | -3 | -16 | -1 | -1.0 | 0.8
Cc1ccc(C(=O)NC(=S)NCC2CCCO2)cc1 (centres undefined) | -3 | 9 | -6 | -13 | -4 | -2 | 0 | -4 | -0.2 | -1.2
N#C/C(=C/Nc1ccccc1)c1ccsc1 | -3 | 5 | 1 | -32 | -10 | 0 | 6 | -2 | 0.5 | -0.5
COc1ccc(NC(=S)NCCCc2ccccc2)cc1 | -3 | / | -5 | 23 | 0 | -2 | 4 | -4 | -2.3 | -0.7
N#Cc1cc(C(=O)c2cc(F)ccc2O)cn(Cc2ccccc2)c1=O | 4 | 7 | -1 | 1 | -1 | -3 | 12 | -1 | -1.4 | 0.5
COc1ccc(/C=N/O)cc1COc1ccc(NC(C)=O)cc1 | -1 | 8 | -2 | -5 | -3 | -6 | -3 | 1 | -1.0 | -3.9
N#C/C(C(=O)NCc1ccccc1)=C1/SC(Cc2ccc(Cl)cc2)C(=O)N1c1ccccc1 (centres undefined) | -2 | -20 | -12 | -3 | -2 | 3 | 8 | 1 | -1.2 | -1.3
CCCCC(=O)OCc1nc2ccccc2s1 | -4 | -5 | 8 | -6 | 6 | -5 | -7 | -2 | -0.3 | -0.2
Cc1cc(/C=N/NC(=O)c2ccncc2)c(C)n1-c1cccc(C(F)(F)F)c1 | -2 | 0 | 6 | -74 | 6 | 1 | -4 | 0 | 0.8 | 0.0
COc1cccc(C(=O)NC(c2ccccc2)C2CCCC2)c1 (centres undefined) | 1 | -2 | -1 | -17 | 1 | 0 | -5 | -5 | -1.6 | -0.2
Cc1cc(C)c(C)c(S(=O)(=O)N2CCN(C(=S)NCC3CCCO3)CC2)c1C (centres undefined) | -4 | 2 | -2 | -48 | -1 | 0 | 1 | -2 | -1.5 | 2.9
COc1ccccc1CCc1nnc(CCC(=O)NC(C)Cc2cccnc2)o1 (centres undefined) | -7 | -14 | 10 | -14 | -6 | 3 | -2 | -2 | -1.4 | 0.0
CCOC(=O)c1nc(C)sc1-c1ccnn1S(=O)(=O)c1ccc(C)cc1 | -3 | -6 | -3 | -21 | -3 | -2 | 4 | -2 | -0.3 | 0.2
CCOc1cc(NC(=O)c2cccs2)c(OCC)cc1NC(=O)CCC(=O)NCC1CCCO1 (centres undefined) | -3 | -10 | / | -2 | / | -5 | / | / | -1.0 | 1.7
Cc1no[n+]([O-])c1COc1cccc(/C=C2\N=C(c3ccccc3)OC2=O)c1 | 5 | -1 | 6 | 16 | -5 | -2 | 13 | -1 | -3.0 | -0.3
Cc1ccccc1NS(=O)(=O)c1cc(C(=O)N2CCc3ccccc3C2)ccc1C | 2 | 8 | -3 | -25 | -1 | / | 0 | 2 | -3.2 | -2.2

Ordered by number of heavy atoms (ascending): part of the list above
SMILES | Keap1-Nrf2 PPI | Rtt109 Vps75 | PKA-R2B act | SR-BI DiI-HDL act | cardiac RTF act | CAL PDZ FP-1 | Cardiac RTF inh | DAGLB inhibitor | CAL PDZ FP-2 | LANA DNA inh
CCCCC(=O)OCc1nc2ccccc2s1 | -4 | -5 | 8 | -6 | 6 | -5 | -7 | -2 | -0.3 | -0.2
Cc1cc(/C=N/NC(=O)c2ccncc2)c(C)n1-c1cccc(C(F)(F)F)c1 | -2 | 0 | 6 | -74 | 6 | 1 | -4 | 0 | 0.8 | 0.0
Cc1ccccc1NS(=O)(=O)c1cc(C(=O)N2CCc3ccccc3C2)ccc1C | 2 | 8 | -3 | -25 | -1 | / | 0 | 2 | -3.2 | -2.2
